Bioassay records from PubChem BioAssay.
Tau FP inhib: qHTS for Inhibitors of Tau Fibril Formation, Fluorescence Polarization; Microtubule-associated protein tau (Homo sapiens), P10636; K18 P301L tau heparin fibrillization, Alexa594 FP, 6 h; Potency, µM (titrated, usually from 57.7 µM), for the others: top-dose activity, negative = inhibition, hits mostly inhibitors; hit rate 0.39% among 280,000; also: % is scaled to controls: 0 for no effect and ±100 for the full control effect; nearly all actives have a fitted effect of over 55% in size
Target sequence (P10636 561-689 P618L limits assumed): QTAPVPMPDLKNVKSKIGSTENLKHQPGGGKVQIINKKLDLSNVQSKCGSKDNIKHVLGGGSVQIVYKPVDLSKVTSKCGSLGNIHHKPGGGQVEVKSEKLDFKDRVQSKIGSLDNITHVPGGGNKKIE
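Human tau K18 […] P301L fragment, 15 uM unlabeled plus 0.24 uM Alexa 594-labeled tau (final), with compound and 20 uM heparin in 100 mM sodium acetate pH 7; 6 hr at 37 C, then Alexa 594 FP read.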
GLA spleen mod: qHTS Assay for Inhibitors and Activators of Human alpha-Galactosidase From Spleen Homogenate. Alpha-galactosidase A (Homo sapiens), P06280. human spleen homogenate, 4MU-alpha-Gal fluorescence, 40 min. Potency, µM (highest dose often 80 µM), for the others: at the highest dose activity change, negative = inhibition, actives largely listed as inhibitors. hit rate 0.008% among 240,000;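 also: 0% = enzyme with vehicle and -100% = no enzyme basal signal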
Target sequence (P06280 32-429 limits assumed): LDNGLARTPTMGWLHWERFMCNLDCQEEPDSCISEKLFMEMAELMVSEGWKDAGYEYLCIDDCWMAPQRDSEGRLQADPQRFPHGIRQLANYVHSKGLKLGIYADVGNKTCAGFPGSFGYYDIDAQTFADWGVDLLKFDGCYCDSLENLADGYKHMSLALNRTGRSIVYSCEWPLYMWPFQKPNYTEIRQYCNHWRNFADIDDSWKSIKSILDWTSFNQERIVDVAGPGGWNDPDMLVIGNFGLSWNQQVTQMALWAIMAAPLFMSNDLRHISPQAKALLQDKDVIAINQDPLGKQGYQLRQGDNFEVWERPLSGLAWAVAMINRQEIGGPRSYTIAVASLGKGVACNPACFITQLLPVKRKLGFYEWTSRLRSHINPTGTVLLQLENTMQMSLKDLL
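qHTS titration in buffer at pH 5.0. Alpha-galactosidase activity in spleen homogenate was measured via 4-methylumbelliferone release from 1 mM fluorogenic substrate after 40 min at 37C and a pH 10 stop. AC50 came from Hill fits of control-normalized data.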
aGlu spleen mod: qHTS Assay for Inhibitors and Activators of Human alpha-Glucosidase From Spleen Homogenate; Lysosomal alpha-glucosidase (Homo sapiens), P10253; human spleen homogenate, 4-MU-alpha-glucoside fluorescence; Potency, µM (series often up to 79.9 µM), for the others: at the top dose activity change, negative = inhibition, most hits filed as inhibitors; hit rate 0.006% among 240,000; AID 2112, 2009;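 also: 0% = enzyme with vehicle and -100% = no enzyme basal signal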
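Human spleen homogenate (1 ug) with 4-methylumbelliferyl-alpha-D-glucopyranoside (1 mM final) in 50 mM citrate/phosphate pH 5.0, 0.01% Tween-20; 40 min at 37 C. Stopped at pH 10; 4-MU fluorescence Ex 365/Em 440 nm; AC50 by Hill fit.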
GAA inh: qHTS Assay for Inhibitors of Human alpha-Glucosidase as a Potential Chaperone Treatment of Pompe Disease; hit rate 0.005% among 200,000; Potency, µM (doses to about 76.9 µM), inactives show at the top dose activity change, negative = inhibition, actives largely listed as inhibitors; Lysosomal alpha-glucosidase (Homo sapiens), P10253; AID 1466, 2008; purified human GAA, 4-MU-alpha-glucoside fluorescence;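 also: plate controls were uninhibited enzyme wells for no effect and no-enzyme background for full effect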
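qHTS format, compound range up to 77 uM. Human lysosomal enzyme at 4 nM, 400 uM 4-MU glucoside substrate, pH 5.0, 20 min room temperature; fluorescence after alkaline stop gives activity normalized to controls.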
Tau ThT inhib: qHTS for Inhibitors of Tau Fibril Formation, Thioflavin T Binding | Microtubule-associated protein tau (Homo sapiens), P10636 | recombinant tau K18 P301L, heparin-induced fibrillization, ThT fluorescence | Potency, µM (titrated, usually from 57.4 µM), without a hit: top-dose activity, negative = inhibition, actives largely listed as inhibitors | hit rate 2.1% among 270,000; also: % is scaled to controls: 0 for no effect and ±100 for the full control effect; nearly all actives have a fitted effect of over 55% in size
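Heparin-induced fibrillization of the P301L-mutant K18 repeat-domain fragment of human tau was followed by ThT binding in quantitative high-throughput format.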
GAA glycogen: qHTS Assay for Inhibitors and Activators of Human alpha-Glucosidase Cleavage of Glycogen | AID 2100, 2009 | Lysosomal alpha-glucosidase (Homo sapiens), P10253 | hit rate 0.38% among 300,000 | Potency, µM (doses to about 76.4 µM), for inactives: at the highest dose activity change, negative = inhibition, usual class: inhibitors | recombinant GAA, glycogen substrate, Amplex Red glucose oxidase fluorescence;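 also: 0% = full enzyme reaction and -100% = no-enzyme basal signal; the screen sought inhibitors and activators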
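Recombinant human enzyme (4 nM); glycogen substrate; 37 C, 40 min, pH 5.0. Readout: coupled glucose oxidase/Amplex Red fluorescence.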
HTT cytoprotect: qHTS Multiplex Assay to Identify Dual Action Probes in a Cell Model of Huntington: Cytoprotection (ATP) | PC12 HTT-Q103 induced, cytoprotection, ATP luminescence, 40 h | Potency, µM (top dose mostly 56.4 µM), without a hit: cytoprotection (ATP increase), actives largely listed as activators | hit rate 0.14% among 230,000;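 also: % of control where 0% means no effect; nearly all actives have a fitted effect of over 45% in size; toxic huntingtin expression switched on by the ecdysone agonist tebufenozide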
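Cells were plated at 1500 per well in phenol red-free DMEM with 5% equine and 5% calf serum. Tebufenozide (100 nM final) and compounds were added, then ATPlite reagent, and luminescence was read.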
Tau fluor cs: Counterscreen qHTS for Inhibitors of Tau Fibril Formation, Fluorescence Polarization | AID 1463, 2008 | Potency, µM (highest dose often 57.7 µM), inactives show at the top dose activity change, negative = decrease | tau K18 P301L (four-repeat tau fragment) Alexa594 fluorescence, heparin fibrillization | hit rate 0.93% among 280,000; also: % is scaled to controls: 0 for no effect and ±100 for the full control effect; nearly all actives have a fitted effect of over 55% in size
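Human K18 P301L tau (15 uM unlabeled plus 0.24 uM Alexa 594-labeled, final) in 100 mM sodium acetate pH 7 was mixed with compound and 20 uM heparin and incubated 6 hr at 37 C.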
The depositor's hits bear a star; ? = inconclusive; · = not tested or not shown; [ ] = another dose, or the depositor's remark. Calls follow the shape of the dose curve; as a rule, active = well fitted curve in the direction sought with a large enough effect; inconclusive = small, poorly fitted or top-dose-only effect, or another doubt; inactive = no such curve, though single readings can be large; an effect the other way counts as inactive or inconclusive. Potency is read from the fitted curve at half-maximal effect.

Order of values: GLA spleen mod, GAA glycogen, GAA inh, aGlu spleen mod, Tau fluor cs, Tau FP inhib, Tau ThT inhib, HTT cytoprotect
CCn1ncc(C2=NOC(C(=O)N3CCN(c4ccccc4)CC3)C2)c1C (stereo not drawn)
→ 5%, 0%, -10%, -3%, -14%, -13%, -13%, 0%
COc1ccc(N(CC(=O)Nc2ccccc2F)S(=O)(=O)c2ccc(C)c([N+](=O)[O-])c2)cc1
→ -1%, -3%, -5%, 0%, ?, -3%, -7%, 6%[10 µM]
Cc1oc(=O)c(NC(=O)c2ccc(Cl)cc2)cc1C(=O)c1ccccc1
→ 7%, -26%, 3%, -5%, -27%, ?, 18µM*, ?
COc1ccc(C(CCN2CCOCC2)c2c(OC)cc(OC)c3c(-c4ccccc4)cc(=O)oc23)cc1 (stereo not drawn)
→ 13%, ·, ·, 10%, -16%, 8%, -23%, -177%[inhibitor][40.3 µM]
CCC(CC)C(=O)NCc1ccc(Cl)cc1
→ 0%, -1%, -1%, 7%, 2%, 1%, 0%, ·
Cc1cc(C)c2c(CC(=O)Nc3ccc(S(=O)(=O)Nc4ncccn4)cc3)coc2c1
→ ·, 2%[76.3 µM], ·, ·, -12%, -7%, 0%, ·
O=c1c2c(nc3cc(-c4ccccc4)[nH]n13)CCS2
→ 9%, 7%, 4%, -7%, -1%, -2%, -18%, -51%[inhibitor]
COc1ccc(NC(=O)CCC(=O)c2cccs2)cc1S(=O)(=O)Nc1ccc(Cl)cc1
→ -4%, 4%, -9%, -4%, -18%, -9%, 0%, -7%[1.9 µM]
CC(NC(=O)c1cc(-c2ccccc2)on1)c1ccccc1 (stereo not drawn)
→ 0%, 2%, 5%, 2%, 2%, 1%, -6%, -7%[10 µM]
Cc1cccc(Nc2nc(-c3ccccc3)c3cc(C)ccc3n2)c1
→ ·, -15%[76.3 µM], ·, ·, ?, -7%, ?, ·
CCc1ccc(NC(=O)Cn2c(=O)n(CCCCC(=O)NCc3ccc4c(c3)OCO4)c(=O)c3ccccc32)cc1
→ ·, 11%[76.3 µM], ·, ·, -23%, ?, -1%, ·
CCOc1cc(/C=N/NC(=O)CSc2nncn2C)ccc1OCc1cccc(C)c1
→ 6%, 1%, 6%, -1%, -7%, -2%, -1%, -3%[10 µM]
CCn1c(=O)c2cc(C(=O)NCCCN3CCN(C)CC3)sc2c2ccccc21
→ ·, -2%[76.3 µM], ·, ·, -9%, -1%, -11%, ·
CCCn1c2c(c(O)c(C(=O)Nc3ccccc3)c1=O)CCCC2
→ 3%, 0%, 2%, -1%, 1%, 4%, 2%, 7%
C=CCN=C1CC(C)(C)CC(=O)/C1=C(\O)CCCN1C(=O)c2ccccc2C1=O
→ 3%, 6%, 0%, ·, -2%, 0%, 0%, -29%
CCn1cc(C(c2ccccc2)C(C(C)=O)[N+](=O)[O-])c2ccccc21 (stereo not drawn)
→ -11%, -2%, ·, 2%, -23%, -3%, ?, 27%[10 µM]
Cc1ccccc1C(=O)NCCc1nnc(SCC(=O)Nc2nc(-c3ccccc3)cs2)n1C
→ 0%, 3%, -6%, -6%, -15%, -3%, -15%, 18%[10 µM]
COc1ccc(NC(=S)N2CCCC(c3nc4ccc(C)cc4[nH]3)C2)c(OC)c1 (stereo not drawn)
→ 9%, 16µM*, -5%, 1%, -16%, 0%, -15%, 1%[10 µM]
COc1ccc(NC(=O)Cn2cnc3sc(C)c(S(=O)(=O)N4CCN(C)CC4)c3c2=O)cc1Cl
→ ·, -6%[76.3 µM], ·, ·, -21%, -5%, -13%, ·
N=c1n(CCN2CCCC2)c2ccccc2n1CC(O)c1ccco1 (stereo not drawn)
→ -3%, 1%, 0%, -3%, -4%, 3%, -9%, -2%[10 µM]

3 of the compounds above, as tab-separated lines:
molecule	GLA spleen mod	GAA glycogen	GAA inh	aGlu spleen mod	Tau fluor cs	Tau FP inhib	Tau ThT inhib	HTT cytoprotect
CC(NC(=O)c1cc(-c2ccccc2)on1)c1ccccc1 (stereo not drawn)	0%	2%	5%	2%	2%	1%	-6%	-7%[10 µM]
CCC(CC)C(=O)NCc1ccc(Cl)cc1	0%	-1%	-1%	7%	2%	1%	0%	·
CCCn1c2c(c(O)c(C(=O)Nc3ccccc3)c1=O)CCCC2	3%	0%	2%	-1%	1%	4%	2%	7%

(cont.)
Order of values: GLA spleen mod, GAA glycogen, GAA inh, aGlu spleen mod, Tau fluor cs, Tau FP inhib, Tau ThT inhib, HTT cytoprotect
S=C(NCCNCc1ccccc1)NC1CCCCC1
→ 6%, -15%, -4%, 7%, -28%, -14%, 5%, -44%[inhibitor]
CN1CCN(C(=O)c2ccc3c(c2)N(Cc2ccc(Cl)cc2)C(=O)c2ccccc2S3=O)CC1 (stereo not drawn)
→ 2%, -2%, 1%, -1%, -14%, -7%, -5%, 20%
COc1ccc(C(=O)CSc2nnc(-c3ccco3)n2C)cc1
→ -6%, -8%, -8%, -3%, 3%, 2%, -15%, -4%
CCCCN(CCCC)C1=C(C(=O)c2ccccc2)N(CC)S(=O)(=O)c2ccccc21
→ ·, -5%[76.3 µM], ·, ·, -9%, -7%, -6%, ·
COc1ccc(NC(=O)CN2C(=O)C(C)SC(C)C2=O)cc1 (stereo not drawn)
→ -16%, -3%, -5%, -12%, -10%, -1%, -10%, 14%[10 µM]
Cc1cc(NS(=O)(=O)c2ccc(Nc3nc(-c4ccc(O)cc4)cs3)cc2)no1
→ -2%, 0%, -10%, -7%, 2%, 9%, -3%, 28%[10 µM]
c1cnc2ccc(C(c3nnnn3C3CCCC3)N3CCN(c4nc5ccccc5s4)CC3)cc2c1 (stereo not drawn)
→ -9%, -6%, 1%, -9%, -26%, ?, -18%, 5%[10 µM]
CCOC(=O)C(C(=O)OCC)C(C)(C)/C(C)=N\Nc1ccc([N+](=O)[O-])cc1[N+](=O)[O-]
→ -21%, -10%, 3%, -7%, ?, 12%, ?, -1%[10 µM]
COCCn1c(-c2ccccc2Cl)nc2c(c(=O)c3ccccc3n2C)c1=O
→ 12%, -4%, 1%, -15%, 6%, -11%, 1%, 2%[10 µM]
CCn1cc(C(=O)Nc2ccc(C(=O)N3CCCC3)cc2)c(=O)c2ccc(C)nc21
→ 4%, 3%, -2%, -22%, 2%, -7%, -1%, 3%
Cc1cccc(CC2CC(=O)N(c3ncccn3)C2=O)c1 (stereo not drawn)
→ -3%, -17%, -3%, -6%, 1%, -4%, -5%, 12%[10 µM]
Cc1ccc(Cn2cccc2/C=N/NC(=S)Nc2ccc(C)cc2)cc1
→ 5%, -18%, 4%, 0%, -22%, 0%, -1%, -5%
COc1ccccc1NC(=O)Cn1c(=O)n(-c2ccccc2Cl)c(=O)c2sc3ccccc3c21
→ ·, 3%[76.3 µM], ·, ·, -6%, ?, 8%, ·
COC(=O)C(C(=O)OC)C(Cc1cc(F)cc(F)c1F)NC=O (stereo not drawn)
→ 14%, ·, ·, -2%, -4%, -13%, 0%, -38%[inhibitor]
O=C(Nc1ccc(F)cc1)c1sccc1SCc1cccc(C(F)(F)F)c1
→ -10%, 0%, -11%, -5%, -29%, ?, -7%, 9%[10 µM]
CCOc1cc(C2NC(=O)c3c(sc4c3CCN(C)C4)N2)ccc1OC(=O)c1ccccc1Cl (stereo not drawn)
→ ·, ?, ·, ·, -5%, 0%, ?, ·
COC(=O)C1=C(C)NC(=O)NC1c1cc(Cl)ccc1OC (stereo not drawn)
→ 0%, -1%, 2%, -7%, 3%, 2%, -1%, 10%[1.9 µM]
CCOC(=O)Cn1c(-c2ccc(Cl)nc2)nc2ccccc21
→ 3%, 0%, -2%, -2%, -4%, 1%, -4%, 6%
COc1ccc(CC(=O)NNC(=O)c2ccc(NC(C)=O)cc2)cc1
→ 4%, -4%, 7%, 6%, -2%, -8%, 0%, 10%
COCCNC(=O)c1onc(CSc2cccc(C)c2)c1C(=O)O
→ 3%, 5%, 11%, -4%, 0%, -10%, 1%, -7%
CN(C)CCCNC(=O)/C=C/c1ccc(OCc2c(F)cccc2Cl)cc1
→ -4%, 7%, ?, ·, -11%, 2%, -1%, -28%
Cc1cc(C)n2nc(CNC(=O)c3ccccc3Cl)nc2n1
→ ·, 21%[76.3 µM], ·, ·, 9%, 2%, 11%, ·
Cc1cc2oc(C(=O)N(Cc3ccc(N(C)C)cc3)Cc3ccco3)c(C)c2cc1Cl
→ ·, -8%[76.3 µM], ·, ·, ?, 7%, -15%, ·
COc1cccc(/C=C(/C(=O)OCC(=O)NC2CCCCCCC2)c2ccccc2)c1
→ -3%, 10%, -12%, 2%, -4%, 6%, -16%, -8%[10 µM]
O=C(CSc1n[nH]c(-c2cccs2)n1)N1CCN(S(=O)(=O)c2ccccc2)CC1
→ 11%, -17%, -14%, -8%, -10%, -3%, -8%, -9%
CCOC(=O)c1sc(NC(=O)CSc2nnnn2-c2ccc(C)cc2C)nc1C
→ 6%, 5%, 4%, 0%, -17%, -6%, -11%, -18%
COc1ccc2cc(C#N)c(SCC(=O)NNC(=O)Cc3ccccc3)nc2c1
→ -12%, 5%, 10%, 0%, -10%, ?, ?, -1%
CC1(C)Nc2ccccc2C(=O)N1NS(=O)(=O)c1ccccc1
→ 3%, -2%, 3%, -2%, -7%, -1%, -1%, -3%[10 µM]
CCOc1ccccc1NC(=O)CCCN1C(=S)NC(C)(C)CC1C (stereo not drawn)
→ 3%, 12%, 2%, -6%, -3%, -3%, 1%, 4%[10 µM]
COC(=O)C1=C(C)NC2=C(C(=O)CCC2)C1c1cccs1 (stereo not drawn)
→ -7%, 0%, -1%, 0%, 10%, 6%, 2%, -15%
